Screening results (PubChem BioAssay)
UDG counterscr = counter-screen for AID inhibitors: uracil-DNA glycosylase inhibition; Potency, µM (highest dose often 115 µM), without a hit: top-dose activity change, negative = inhibition, usual class: inhibitors; FRET deamination/UDG coupled assay, UDG read, 4 h; hit rate 0.14% among 91,000; further: nearly all actives have a fitted effect of over 65% in size
AID inhibitor = activation induced cytidine deaminase inhibition; AID deamination FRET fluorescence, UDG-coupled, 4 h; Potency, µM (highest dose often 115 µM), for inactives: at the top dose activity change, negative = inhibition, most hits filed as inhibitors; hit rate 0.32% among 91,000; AID 1347428; further: nearly all actives have a fitted effect of over 25% in size
Target sequence (Q9GZX7 whole entry, looked up): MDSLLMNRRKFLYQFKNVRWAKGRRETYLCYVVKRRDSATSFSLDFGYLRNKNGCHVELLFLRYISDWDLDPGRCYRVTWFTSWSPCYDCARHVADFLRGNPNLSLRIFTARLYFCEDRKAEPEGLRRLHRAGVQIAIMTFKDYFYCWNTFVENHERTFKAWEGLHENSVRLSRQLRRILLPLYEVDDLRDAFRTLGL
* = called active by the depositor; ? = inconclusive; & = joins results of further samples; [ ] = remark or other dose. The call rests on the fitted dose curve; in most records, active means well fitted curve in the direction sought with a large enough effect; inconclusive means small, poorly fitted or top-dose-only effect, or another doubt; inactive means no such curve, though single readings can be large; an effect the other way counts as inactive or inconclusive. On the % scale 0 is the no-effect control and ±100 the full control effect; potency means the concentration at half of the fitted maximal effect.

SMILES | UDG counterscr | AID inhibitor
CCOC(=O)C1CCCN(c2ncnc3c2nnn3C)C1 (stereo not drawn) | 0.0% | 1.3%
CCOc1ccc(C(=O)c2c(N)c(-c3nc(-c4ccc5c(c4)OCO5)cs3)c3ccccn23)cc1 | 1.1% | -10.3%
C(C#CCOC/C=C/c1ccccc1)#CCOC/C=C/c1ccccc1 | -12.3% | 3.0%
COc1ccc(C(=O)C(C)OC(=O)c2cc(OC)cc(OC)c2)cc1 (stereo not drawn) | -4.1% | 7.1%
CCc1ccc(-c2nc3ccccc3c(C(=O)O)c2C)cc1 | 0.1% | -3.4%
CCN(CC)C(=O)C1CCN(c2nnc(C)c3c(C)n(-c4ccc(Cl)cc4)nc23)CC1 | -1.7% | -23.8%
CCCCCCCNC(=O)CCC(=O)NCCC | -1.3% | -8.0%
O=C(NCc1ccc(F)cc1)c1ccc2c(c1)nnn2C1CCCC1 | 4.3% | 7.7%
COc1ccc(CCNC(=O)c2cc3c(s2)-c2c(C)cccc2OC3)c(OC)c1 | -3.4% | 3.6%
CC1CCN(c2oc(-c3ccc(F)cc3)nc2C#N)CC1 | -8.1% | -14.0%
CC(C)(C)OC(=O)N1CCc2nc(N3CCN(c4ncccn4)CC3)ncc2C1 | -7.3%[57.5 µM] | -0.7%
O=C(CCC(=O)c1ccc2c(c1)OCCO2)NC1CCCCC1 | -2.0% | -4.3%
Oc1ccc2cccc(O)c2c1 | -5.1% | 60.2%[activator]
CNCc1cc(Cl)cc(OC)c1OCc1ccccc1 | 1.4% | -3.7%
Cc1ccc(-n2ncc(C(=O)N3CCN(c4ccc(Cl)cc4)CC3)c2C2CCN(C(=O)OC(C)(C)C)CC2)c(C)c1 | -17.8% | ?
COc1ccc(C)cc1NC(=O)c1cc2ccccn2n1 | 10.0% | 7.8%
Cc1cc(C)cc(NC(=O)Cn2c(=O)n(Cc3ccco3)c(=O)c3oc4ccccc4c32)c1 | 8.6% | 1.9%
CC1(C)CC(NC(=O)CCCc2ccccc2)CC(C)(C)N1 | -4.5% | -6.3%
CCOC(=O)C1CCN(C(=O)c2nn(-c3ccc(OC)c(Cl)c3)c(=O)c3c2c2ccccc2n3C)CC1 | 3.1% | 5.2%
CS(=O)(=O)N1CCCc2cc(C(=O)CSc3ccc(F)c(F)c3)ccc21 | -11.7% | -10.4%
COC(=O)c1ccccc1NC(=O)C(Cc1ccccc1)N1Cc2ccccc2C1=O (stereo not drawn) | 5.2% | -2.8%
CCOC(=O)C(CCCCCC(NC(C)=O)(C(=O)OCC)C(=O)OCC)(NC(C)=O)C(=O)OCC | -1.8% | 8.5%
Cc1cccc(N2CCN(c3ncnc4c3c(-c3ccccc3)cn4-c3ccccc3)CC2C)c1 (stereo not drawn) | -6.2%[57.5 µM] | -16.8%
CCOc1ccccc1CNC(=O)c1ccc(NC(=O)N2CCSc3ncccc32)cc1 | -18.1% | -13.7%
CCC(CC)c1nn2cc(-c3ccccc3)nc2s1 | ? | ?
COc1cc(-c2noc(-c3ccc(N4CCN(C)CC4)c([N+](=O)[O-])c3)n2)cc(OC)c1OC | 7.6% | 19.8%
CCN(CCCNC(=O)c1cc2cc3cc(OC)ccc3nc2s1)c1cccc(C)c1 | -25.2% | 21.0%
CC1=C(Cc2cc3ccc(=O)oc3cc2O)CC(C)(C)CC1 | -1.8% | 0.0%
CCOc1ccc(NC(=O)c2ccc3ccccc3n2)cc1OCC | -4.8% | -0.8%
COC(=O)c1c(C)[nH]c(C(=O)C(C)OC(=O)c2cccc(Cl)c2Cl)c1C (stereo not drawn) | 0.0% | -7.4%
Cc1nc(-n2nc(C)c(Cc3ccccc3Cl)c2C)sc1C(=O)N1CCCCC1C (stereo not drawn) | -6.2% | -22.2%
CC(=O)N1CCc2cc(S(=O)(=O)NC(CC(C)C)C(=O)NCCc3cccc(C)c3)ccc21 (stereo not drawn) | -20.6% | -5.4%
COc1cccc(OCC(=O)NC2CC(=O)N(c3cccc(OC)c3)C2)c1 (stereo not drawn) | -3.2% | ?
O=C(CCC(=O)c1cccs1)NCc1ccc(OCc2cccnc2)cc1 | -2.2% | -8.9%
Cc1ccc(CNC(=O)Nc2cc(C(=O)NCc3cccc(F)c3)ccc2N2CCCC2)cc1 | -6.5% | -4.6%
CCCNC(=O)Cc1c[nH]c2ccccc12 | -6.8% | -2.0%
CN(C)C(=O)c1cccc(NC(=O)c2ccc(-c3ccccc3)cc2)c1 | 1.1% | -8.4%
CN(CC(=O)NC(=O)NCc1ccccc1)Cc1ccsc1 | 0.4% | 0.5%
CCN(CC(=O)NC(C)(C)C)C(=O)NCc1cccc(C(F)(F)F)c1 | -4.9% | -3.6%
Cc1ccc(NC(=O)c2cc(S(=O)(=O)NCCC3=CCCCC3)ccc2F)cc1F | 3.3% | 6.1%
CCc1cccc2c(C(=O)CN3CCN(CC(=O)NC4CC4)CC3)c[nH]c12 | -4.3% | -6.9%
Cc1ccc(-c2noc(Cn3nc(C)c(S(=O)(=O)N4CCc5ccccc54)c3C)n2)cc1 | -1.2% | -11.1%
COC(=O)c1ccccc1NC(=O)Cn1ncc2c(C)n(Cc3ccc(F)cc3)c(C)c2c1=O | -7.5% | ?
CC(C)c1noc(CN2CCC(c3nc4cc(Cl)ccc4o3)CC2)n1 | -10.9% | -16.7%
C=CCN1CCc2c(cc(O)c(O)c2Br)[C@@H](c2ccccc2)C1 | -2.6% | -18.0%
CC(C)c1cccc(C(C)C)c1NC(=O)C1CC=CCC1 (stereo not drawn) | -3.2% | 5.5%
Cc1cc(-c2ccc(C)c(S(=O)(=O)N(C)c3ccc(C)c(C)c3)c2)on1 | -12.9% | ?
Cc1ccc(S(=O)(=O)NCC(c2cccnc2)S(=O)(=O)c2cccs2)cc1 (stereo not drawn) | -10.3% | -12.9%
COC(=O)C1=C(C)N(C)C(=S)NC1c1ccc(C(C)C)cc1 (stereo not drawn) | -8.7% | ?
COC(=O)c1ccc2c(=O)n3nc(Nc4cc(OC)ccc4OC)sc3nc2c1 | 1.0% | 31.4%[activator]
Cc1c(CC(=O)NCc2cccc(Cl)c2)c(=O)oc2c(C)c(O)ccc12 | -5.5% | -5.5%
Cc1ccc(CN2CCSc3ccc(C(=O)N4CCN(c5ccccc5)CC4)cc32)cc1 | -2.8% | ?
Cc1ccc(CS(=O)(=O)c2cn(CC(=O)N(C)c3ccccc3)c3ccccc23)cc1 | 34.4%[activator] | 16.5%
CCCOc1ccc(NC(=O)CC2C(=O)N(c3ccccc3)C(=O)N2Cc2ccc(F)cc2)cc1 (stereo not drawn) | 6.6%[57.5 µM] | 4.0%
Cc1ccc(C(=O)CSc2ncc(C(F)(F)F)cc2Cl)cc1 | -5.9% | -11.0%
CCOc1cccc(Cn2c(=O)c3sccc3n(CC(=O)N(C)C3CCCCC3)c2=O)c1 | -3.8% | 8.2%
COc1ccc(C(=O)OC(C)C(=O)Nc2c(C)n(C)n(-c3ccccc3)c2=O)cc1 (stereo not drawn) | 2.1% | -0.4%
CNC(=O)c1ccc2c(c1)N(Cc1cc(C)ccc1C)C(=O)c1ccccc1S2 | -21.7% | ?
CC(Sc1n[nH]c(-c2cccs2)n1)C(=O)Nc1ccc(F)cc1F (stereo not drawn) | -10.7% | -8.2%
CCN(CC)c1ccc(Nc2nc(-c3c(C)nc4sccn34)cs2)cc1 | -11.0% | -11.0%

A draw from above in order of number of heavy atoms, largest number first.
SMILES | UDG counterscr | AID inhibitor
CCCOc1ccc(NC(=O)CC2C(=O)N(c3ccccc3)C(=O)N2Cc2ccc(F)cc2)cc1 (stereo not drawn) | 6.6%[57.5 µM] | 4.0%
CCOc1cccc(Cn2c(=O)c3sccc3n(CC(=O)N(C)C3CCCCC3)c2=O)c1 | -3.8% | 8.2%
Cc1ccc(CS(=O)(=O)c2cn(CC(=O)N(C)c3ccccc3)c3ccccc23)cc1 | 34.4%[activator] | 16.5%
COc1ccc(C(=O)OC(C)C(=O)Nc2c(C)n(C)n(-c3ccccc3)c2=O)cc1 (stereo not drawn) | 2.1% | -0.4%
CNC(=O)c1ccc2c(c1)N(Cc1cc(C)ccc1C)C(=O)c1ccccc1S2 | -21.7% | ?
Cc1ccc(S(=O)(=O)NCC(c2cccnc2)S(=O)(=O)c2cccs2)cc1 (stereo not drawn) | -10.3% | -12.9%
CCN(CC)c1ccc(Nc2nc(-c3c(C)nc4sccn34)cs2)cc1 | -11.0% | -11.0%
CC(Sc1n[nH]c(-c2cccs2)n1)C(=O)Nc1ccc(F)cc1F (stereo not drawn) | -10.7% | -8.2%
C=CCN1CCc2c(cc(O)c(O)c2Br)[C@@H](c2ccccc2)C1 | -2.6% | -18.0%
Cc1ccc(C(=O)CSc2ncc(C(F)(F)F)cc2Cl)cc1 | -5.9% | -11.0%
CC(C)c1cccc(C(C)C)c1NC(=O)C1CC=CCC1 (stereo not drawn) | -3.2% | 5.5%

Later entries.
SMILES | UDG counterscr | AID inhibitor
CC(OC(=O)c1cnc(Cl)c(Cl)c1)C(=O)NC(C)(C#N)C(C)C (stereo not drawn) | -4.5% | 1.5%
Cc1ccc2oc(C(=O)N3CCN(CC(=O)N4CCCCCC4)CC3)cc(=O)c2c1 | -3.5% | 2.5%
COc1ccc(N2CCN(C(=O)C(CC(C)C)NS(=O)(=O)c3ccc4nc(C)sc4c3)CC2)cc1 (stereo not drawn) | -17.0% | ?
Nc1c(-c2nc(-c3ccccc3)no2)nnn1CC(=O)Nc1cccc(F)c1 | 11.9% | -18.0%
CC(=O)Nc1cc(C)c(I)cc1C | -5.6% | 0.1%
COc1ccc(-c2nc3c(c(SCC(=O)N(C)c4ccccc4)n2)Cc2cc(C)ccc2O3)cc1 | -4.7% | -0.1%
Cc1ccccc1CSc1nc2c([nH]c3ccccc32)c(=O)n1-c1ccccc1 | 0.7%[57.5 µM] | 9.3%
CCc1ccccc1NC(=O)Cn1c(=O)n(Cc2ccc(OC)cc2)c(=O)c2oc3ccccc3c21 | 1.0%[57.5 µM] | 3.8%
COc1ccccc1N1CCN(S(=O)(=O)CCNC(=O)C2CC(=O)N(c3ccccc3)C2)CC1 (stereo not drawn) | -9.0% | -3.3%
Cc1cccc(OCC(O)Cn2nnc(-c3cccnc3)n2)c1 (stereo not drawn) | 1.2% | 0.7%
O=C(/C=C/c1ccccc1)Nc1ccc(OCCc2ccccc2)cc1 | -3.7% | 6.0%
CCc1ccccc1NC(c1nnc(-c2cccc(F)c2)o1)c1ccc(F)cc1Cl (stereo not drawn) | 2.6% | -4.0%
O=C(NC1CCCCCC1)c1cc2c(s1)-c1ccsc1CC2 | 4.0% | 11.3%
Cc1ccccc1OCCCn1c(-c2ccc(Cl)cc2)nc2ccccc2c1=O | 0.0% | 21.1%
COc1ccc(/C=C(/C#N)c2nc(-c3cc4ccccc4oc3=O)cs2)cc1 | -12.4% | 16.4%
Cc1cc(Nc2ccccc2C)c2cccc(C)c2n1 | -6.2%&-16.4% | ?
Cc1ccc(-c2cnc(CCC(=O)NCC(CC(C)C)N3CCOCC3)o2)cc1C (stereo not drawn) | -1.7% | -7.0%
O=C(O)CCC(=O)NCCCN1CCOCC1 | 2.5% | 16.1%
CCOC(=O)c1noc2nc(C)n(CC(=O)Nc3cc(Cl)c(OC)cc3OC)c(=O)c12 | -3.2% | -6.3%
CCN(CC)c1ccc(NC(=O)Cn2nc(C)n3cccc3c2=O)c(C)c1 | -1.0% | 11.6%
Cc1ccccc1Nc1cc(C(=O)NCCCN2CCN(c3cccc(Cl)c3)CC2)c2ccccc2n1 | -22.3%[57.5 µM] | -5.1%
CSc1cccc(NC(=O)c2cccc(N3CCCS3(=O)=O)c2)c1 | 0.4% | -1.6%
Cc1ccc(C)c(N2CCN(c3nc4ccc(C(=O)c5ccccc5)cc4n4cnnc34)CC2)c1 | -2.0% | 49.4%[activator]
NS(=O)(=O)c1ccc(N/N=C/c2cccc(Cl)c2Cl)c([N+](=O)[O-])c1 | -7.7% | -3.4%
Cc1ccc(NC(=O)c2ccc(OCc3ccccc3)cc2)cc1 | -9.9% | -7.3%
O=C1CC(c2ccc(Cl)cc2)Sc2nc(-c3ccc(F)cc3)nn21 (stereo not drawn) | -2.9%[57.5 µM] | -1.4%[57.5 µM]
CS(=O)(=O)c1ncc(Cl)c(C(=O)Nc2c(C(=O)Nc3ccccc3)oc3ccccc23)n1 | -20.6% | 10.8%
Cc1ccc(/C=C2\CC(c3ccccc3)c3ccccc3C2=O)cc1 (stereo not drawn) | -1.7% | -4.3%
CNc1c(NC(=O)NC2CCCC2)c(=O)oc2ccccc12 | 10.4% | -14.7%
CC1CCC2(CC1)NC(=O)N(NC(=O)CCCc1c[nH]c3ccccc13)C2=O (stereo not drawn) | -1.7% | 5.0%
CC(C)CNC(=O)NC(=O)CN(C)CCCc1ccccc1 | -2.1% | -3.2%
Cn1c(=O)c2c(nc(NCC(O)c3ccccc3)n2C)n(C)c1=O (stereo not drawn) | -1.5% | -1.8%
O=C(O)CCNS(=O)(=O)c1ccc(OC(F)(F)F)cc1 | -5.0% | -5.5%
CC(=O)CCc1c(C)nc2c(Cl)cccc2c1Cl | 1.7% | 0.0%
Cc1ccc(NC(=O)CCn2c(=O)c3cccn3c3ccccc32)cc1Cl | 1.0%[57.5 µM] | 3.1%
COc1ccc(Nc2cc(C(=O)NCCCN(C)C3CCCCC3)c3ccccc3n2)c(OC)c1 | -22.5%[57.5 µM] | 106.0%
CCNC(=S)N/N=C1\CCCCC1C (stereo not drawn) | 6.0% | -3.7%
CCCCCCCCCCCCS(=O)CC(O)CCl (stereo not drawn) | -1.7% | -2.4%
CC(C)c1ccc(-c2noc(SCC(=O)N3CCCCC3)n2)cc1 | 39.1%[activator] | -1.0%

This is a subset; the hit share may differ from the screen's.
